Screening data from PubChem.
Neddylation inh: cullin neddylation inhibition; TR-FRET cullin neddylation, biochemical; actives 0.58% (n = 360,000); calls only at 25 µM; AID 651699; P61081+Q13564; in the data active = inhibition above about 36%
STEP block: STEP (human) phosphatase inhibition | actives 0.25% (n = 360,000) | AID 588621 | P54829 | inhibition, % at 20 µM | recombinant STEP, OMFP fluorogenic substrate, fluorescence;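 active = inhibition at 20 µM, scaled per plate between control wells, above about 37%, limit read from the data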;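 note: 0% = DMSO with enzyme and substrate and 100% = substrate only without enzyme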
Target sequence (P54829 whole entry, looked up): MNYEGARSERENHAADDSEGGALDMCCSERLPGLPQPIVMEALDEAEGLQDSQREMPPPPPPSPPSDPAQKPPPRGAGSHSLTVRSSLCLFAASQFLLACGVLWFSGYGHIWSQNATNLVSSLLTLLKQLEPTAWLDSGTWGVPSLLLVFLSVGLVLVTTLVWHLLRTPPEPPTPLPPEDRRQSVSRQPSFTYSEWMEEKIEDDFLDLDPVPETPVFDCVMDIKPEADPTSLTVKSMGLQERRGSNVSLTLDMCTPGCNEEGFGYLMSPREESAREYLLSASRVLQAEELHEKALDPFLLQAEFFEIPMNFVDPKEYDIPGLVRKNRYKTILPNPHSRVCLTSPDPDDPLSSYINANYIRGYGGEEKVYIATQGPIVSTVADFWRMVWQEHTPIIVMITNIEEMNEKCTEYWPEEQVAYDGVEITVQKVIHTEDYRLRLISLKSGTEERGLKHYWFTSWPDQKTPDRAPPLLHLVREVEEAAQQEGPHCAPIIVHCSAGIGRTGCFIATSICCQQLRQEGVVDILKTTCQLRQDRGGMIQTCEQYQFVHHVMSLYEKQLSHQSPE
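Assay system: isolated STEP enzyme. Buffer or medium: pH 6.0 Bis-Tris with DTT and Tween 20. Also added: fluorogenic phosphatase substrate OMFP at 25 µM final. Dosing: 20 µM, 1% DMSO. Timing: 20 min reaction, room temperature, in the dark. Measured by: fluorescence intensity, excitation 480 nm, emission 540 nm. Evaluation: normalized % inhibition.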
Rin1 Abl inh: human Rin1-Abl interaction inhibition; P00519+Q13671; TR-FRET Rin1/Abl binding, biochemical; inhibition, % at 7.35 µM; actives 0.4% (n = 360,000); AID 588664; in the data active = inhibition above about 5%, passing the limit was not always enough
LMPTP block: blocks human LMPTP phosphatase. P24666. recombinant LMPTP-A, OMFP fluorogenic substrate, fluorescence intensity. inhibition, % at 20 µM. actives 0.22% (n = 360,000);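 active = compounds that cut the enzyme signal by at least half of the control window in the single-dose screen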;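 note: plate controls were DMSO wells with enzyme plus substrate for no effect and substrate without enzyme for full effect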
Target sequence (P24666 whole entry, looked up): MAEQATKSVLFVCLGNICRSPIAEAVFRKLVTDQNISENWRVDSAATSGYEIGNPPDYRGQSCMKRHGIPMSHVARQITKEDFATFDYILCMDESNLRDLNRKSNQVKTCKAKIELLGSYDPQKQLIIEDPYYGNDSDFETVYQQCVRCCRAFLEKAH
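Buffer or medium: Bis-Tris pH 6.0, DTT, detergent; Assay system: LMPTP-A enzyme; Quantity: 0.625 nM enzyme; Detection: endpoint fluorescence intensity; Times: 50 min dark incubation at room temperature; Controls: substrate-only low control, DMSO enzyme-plus-substrate high control; Doses: single 20 µM dose; Read-out: percent inhibition versus substrate-only and uninhibited controls; Reagent: 400 µM OMFP.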
Rpn11 block: Rpn11 (human) deubiquitinase inhibition. human 26S proteasome, Ub4-pepOG fluorescence polarization; 20S core pre-blocked with epoxomicin. calls only at 20 µM. actives 0.59% (n = 360,000);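 active = inhibition at 20 µM, scaled to each plate's controls, above about 33%, limit read from the data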
CSN deneddyl inh: CSN deneddylation inhibition. Q92905. Purified CSN, SCF-Nedd8-OG deneddylation, fluorescence polarization. inhibition, % at 12.5 µM. actives 0.38% (n = 360,000). AID 651999;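 active = pattern-corrected inhibition above about 35%, with an unprinted fluorescence ratio check between 0.5 and 1.5, limit read from the data, passing the limit was not always enough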;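 note: 0% = enzyme with substrate and 100% = substrate without enzyme; some results filed as inactive read as strong as hits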
Target sequence (Q92905 whole entry, looked up, one chain of several): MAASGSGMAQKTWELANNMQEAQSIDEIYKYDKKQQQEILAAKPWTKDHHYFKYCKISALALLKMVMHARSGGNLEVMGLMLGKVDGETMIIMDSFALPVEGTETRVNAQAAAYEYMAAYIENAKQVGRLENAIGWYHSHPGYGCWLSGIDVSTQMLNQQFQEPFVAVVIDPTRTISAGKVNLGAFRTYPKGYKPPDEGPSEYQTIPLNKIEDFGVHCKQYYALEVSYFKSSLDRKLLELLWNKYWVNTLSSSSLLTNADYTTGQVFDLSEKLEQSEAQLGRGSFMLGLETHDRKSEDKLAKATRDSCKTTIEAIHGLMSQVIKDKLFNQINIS
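Detection – fluorescence polarization · System – HEK293T-derived human Csn5 enzyme · Controls – substrate-only high control, full reaction low control · Timing – 90 min, room temperature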
DNMT1 block: blocks human DNA methyltransferase DNMT1 | P26358 | DNMT1 molecular beacon, Hinp1I cleavage, fluorescence | inhibition (reported as % activation of signal), % at 10 µM | actives 0.83% (n = 360,000) | AID 588458; in the data active = inhibition above about 50%
Scp-1 inhibitor: blocks human Scp-1 phosphatase activity; AID 493091; inhibition, % at 20 µM; Recombinant Scp1, phosphopeptide, malachite green phosphate absorbance; Q9GZU7; actives 0.88% (n = 340,000);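 active = inhibition above about 50% at 20 µM, limit read from the data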;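 note: plate controls were DMSO wells with enzyme for no effect and wells lacking enzyme for full effect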
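Material – SCP-1 phosphatase catalytic domain, residues 76-261 · Buffer or medium – Acidic Tris acetate buffer with magnesium and detergent · Also added – Phospho 17-mer peptide substrate · Compound – single 20 µM dose, 1% DMSO · Times – 45 min room-temperature reaction, 5 min colour, 30 min stabiliser · Technique – Phosphate-binding colour reagent, absorbance read at 630 nm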
SUMO1-SIM PPI: alters human SUMO1 binding to SIM partners; P63165; actives 0.33% (n = 360,000); SUMO1 binding to a labelled peptide, TR-FRET, 1 h; inhibition, % at 20 µM; in the data active = inhibition above about 37%
NadD inh: NadD (S. aureus) enzyme inhibition | inhibition, % at 20 µM | purified NadD enzyme, colorimetric absorbance read-out | actives 0.78% (n = 360,000) | AID 602399; in the data active = inhibition above about 26%; note: some compounds past the cut are filed as inactive
* hit, by the source's call. Random draw from the library; about 3.8% have a hit in one of these screens.

Screening CCCCc1nnc(NC(=O)CS(=O)(=O)Cc2ccccc2)s1 returned Neddylation inh inactive, STEP block 25.9, Rin1 Abl inh -2.9, LMPTP block -1.1, Rpn11 block inactive, CSN deneddyl inh -3.5, DNMT1 block -0.5, Scp-1 inhibitor -6.1, SUMO1-SIM PPI 1.5 and NadD inh 3.8.
`Cc1cc(N(C)/N=C/c2ccccc2)nc(-c2ccccc2O)n1` gave STEP block 2.6, Rin1 Abl inh 1.1, LMPTP block 1.5, Rpn11 block inactive, CSN deneddyl inh 6.5, DNMT1 block 4.1, Scp-1 inhibitor -8.1, SUMO1-SIM PPI 2.9 and NadD inh 2.5.
`S=C(NCCc1ccccc1)Nc1nccs1` gave Neddylation inh inactive, STEP block 0.1, Rin1 Abl inh 0.6, LMPTP block -0.7, Rpn11 block inactive, CSN deneddyl inh 1.1, DNMT1 block -3.5, Scp-1 inhibitor 13.8, SUMO1-SIM PPI 2.1 and NadD inh -0.2.
COc1ccc(S(=O)(=O)N(C)C[C@H]2Oc3c(cccc3N(C)C)C(=O)N([C@H](C)CO)C[C@@H]2C)cc1 was read as Neddylation inh inactive, STEP block -0.7, Rin1 Abl inh 3.5, LMPTP block -0.7, Rpn11 block inactive, CSN deneddyl inh -2.9, DNMT1 block 3.9, Scp-1 inhibitor 0.6, SUMO1-SIM PPI 0.8 and NadD inh -3.0.
`O=C(NC(=S)Nc1ccc(Br)cc1F)C1CCCCC1` gave Neddylation inh inactive, STEP block 1.0, Rin1 Abl inh 6.3, LMPTP block -1.1, Rpn11 block inactive, CSN deneddyl inh 0.6, DNMT1 block 2.6, Scp-1 inhibitor -9.6, SUMO1-SIM PPI -0.1 and NadD inh -5.5.
For Cc1ccc(/C=c2\s/c(=C(/C#N)C(=O)N3CCCC3)n(Cc3ccco3)c2=O)s1 the results were Neddylation inh inactive, STEP block -1.5, Rin1 Abl inh -8.9, LMPTP block 3.8, Rpn11 block inactive, CSN deneddyl inh 13.1, DNMT1 block 9.8, Scp-1 inhibitor 0.2, SUMO1-SIM PPI -6.3 and NadD inh 24.3.
`CCc1ccc(/C=C2\SC(=S)N(CCC(=O)Nc3cc(C)on3)C2=O)cc1` gave Neddylation inh inactive, STEP block -1.3, Rin1 Abl inh 5.6, LMPTP block -0.5, Rpn11 block inactive, CSN deneddyl inh 15.0, DNMT1 block 42.7, Scp-1 inhibitor -3.1, SUMO1-SIM PPI 3.0 and NadD inh 11.5.
`O=C(NN/C(=N/S(=O)(=O)c1ccc(Cl)cc1)c1ccccc1)c1ccc(O)cc1` gave STEP block 0.0, Rin1 Abl inh -1.1, LMPTP block -1.8, Rpn11 block inactive, CSN deneddyl inh 3.9, DNMT1 block 5.1, Scp-1 inhibitor 0.6, SUMO1-SIM PPI 0.1 and NadD inh 3.1.
Cc1ccc2nc(NCc3ccccc3)c(C#N)cc2c1 was read as STEP block 2.5, Rin1 Abl inh -0.3, LMPTP block 1.1, Rpn11 block inactive, CSN deneddyl inh -0.8, DNMT1 block -0.8, Scp-1 inhibitor -4.0, SUMO1-SIM PPI -6.5 and NadD inh -2.2.
For Cc1ccc(-n2nnnc2SCC(=O)NC(C(=O)O)(c2ccccc2)c2ccccc2)cc1C the results were Neddylation inh inactive, STEP block -1.0, Rin1 Abl inh 2.1, LMPTP block 0.4, Rpn11 block inactive, CSN deneddyl inh 2.4, DNMT1 block -1.6, Scp-1 inhibitor -9.1, SUMO1-SIM PPI 0.7 and NadD inh -0.2.

Next part (2 carried over from the part before).
Cc1ccc2nc(NCc3ccccc3)c(C#N)cc2c1 was read as STEP block 2.5, Rin1 Abl inh -0.3, LMPTP block 1.1, Rpn11 block inactive, CSN deneddyl inh -0.8, DNMT1 block -0.8, Scp-1 inhibitor -4.0, SUMO1-SIM PPI -6.5 and NadD inh -2.2.
For Cc1ccc(-n2nnnc2SCC(=O)NC(C(=O)O)(c2ccccc2)c2ccccc2)cc1C the results were Neddylation inh inactive, STEP block -1.0, Rin1 Abl inh 2.1, LMPTP block 0.4, Rpn11 block inactive, CSN deneddyl inh 2.4, DNMT1 block -1.6, Scp-1 inhibitor -9.1, SUMO1-SIM PPI 0.7 and NadD inh -0.2.
For Cc1ccccc1CN1CCN(CC(=O)NC(C)c2ccccc2)CC1 (centres undefined) the results were Neddylation inh inactive, STEP block 0.5, Rin1 Abl inh -0.1, LMPTP block -3.2, Rpn11 block inactive, CSN deneddyl inh 5.6, DNMT1 block 6.3, Scp-1 inhibitor -3.9, SUMO1-SIM PPI 0.4 and NadD inh -11.8.
For O=C(O)c1ccc(N2CCOCC2)c(N2C(=O)C3C4C=CC(C4)C3C2=O)c1 (centres undefined) the results were Neddylation inh inactive, STEP block 0.6, Rin1 Abl inh 2.2, LMPTP block 0.4, Rpn11 block inactive, CSN deneddyl inh 0.9, DNMT1 block -0.4, Scp-1 inhibitor -5.3, SUMO1-SIM PPI 0.9 and NadD inh -2.9.
Screening O=C(CC1C(=O)N(Cc2ccccc2)C(=S)N1CCN1CCOCC1)Nc1ccc(F)cc1 (centres undefined) returned Neddylation inh inactive, STEP block -2.2, Rin1 Abl inh -0.1, LMPTP block 0.3, Rpn11 block inactive, CSN deneddyl inh -3.1, DNMT1 block -1.7, Scp-1 inhibitor -4.5, SUMO1-SIM PPI 2.9 and NadD inh -7.7.
`O=C(Nc1ccccc1C(=O)O)c1ccc(NC(=O)C2CCCCC2)cc1` gave Neddylation inh inactive, STEP block -3.9, Rin1 Abl inh -5.8, LMPTP block 0.6, Rpn11 block inactive, CSN deneddyl inh 5.0, DNMT1 block 1.5, Scp-1 inhibitor -9.6, SUMO1-SIM PPI 17.1 and NadD inh 2.3.
For CS(=O)(=O)c1ccc(NC(=O)c2cccc(-n3cnnn3)c2)cc1 the results were Neddylation inh inactive, STEP block -4.9, Rin1 Abl inh 4.5, LMPTP block -1.9, Rpn11 block inactive, CSN deneddyl inh 1.2, DNMT1 block -0.9, Scp-1 inhibitor -4.9, SUMO1-SIM PPI -5.1 and NadD inh 8.0.
COc1cc(OC)c(NC(=S)NCc2ccccc2)cc1Cl was read as Neddylation inh inactive, STEP block -6.7, Rin1 Abl inh 1.8, LMPTP block -0.5, Rpn11 block inactive, CSN deneddyl inh -7.3, DNMT1 block -2.0, Scp-1 inhibitor -3.0, SUMO1-SIM PPI 1.4 and NadD inh 0.7.
Screening CCOC(=O)c1ccc(N2C(=O)c3cccc4c(C(=O)O)ccc(c34)C2=O)cc1 returned Neddylation inh inactive, STEP block 3.0, Rin1 Abl inh 0.0, LMPTP block -2.0, Rpn11 block inactive, CSN deneddyl inh -4.1, DNMT1 block 0.6, Scp-1 inhibitor -1.9, SUMO1-SIM PPI -28.5 and NadD inh 5.9.
COc1ccccc1CNC(=O)C1CC2Cn3c(nc4cc(Cl)c(Cl)cc43)C2N1C (centres undefined) was read as Neddylation inh inactive, STEP block -0.2, Rin1 Abl inh -0.2, LMPTP block 0.0, Rpn11 block inactive, CSN deneddyl inh -5.2, DNMT1 block 4.0, Scp-1 inhibitor -11.4, SUMO1-SIM PPI 8.9 and NadD inh 0.3.
`CC1(c2ccccc2)CC2CC(c3ccccc3)N1O2` (centres undefined) gave Neddylation inh inactive, STEP block 3.3, Rin1 Abl inh -0.9, LMPTP block -0.7, Rpn11 block inactive, CSN deneddyl inh -11.0, DNMT1 block 0.2, Scp-1 inhibitor -2.7, SUMO1-SIM PPI 1.3 and NadD inh -7.1.
`O=C(COC(=O)c1cccnc1Cl)NCCC1=CCCCC1` gave Neddylation inh inactive, STEP block -3.2, Rin1 Abl inh 1.2, LMPTP block 0.6, Rpn11 block inactive, CSN deneddyl inh -4.1, DNMT1 block 1.2, Scp-1 inhibitor -10.7, SUMO1-SIM PPI 0.7 and NadD inh -2.4.
For CC1CC(C)CN(C(=O)COC(=O)/C=C/c2ccco2)C1 (centres undefined) the results were Neddylation inh inactive, STEP block 14.7, Rin1 Abl inh -3.4, LMPTP block 4.8, Rpn11 block inactive, CSN deneddyl inh 4.6, DNMT1 block 34.5, Scp-1 inhibitor 59.0*, SUMO1-SIM PPI -16.6 and NadD inh -3.7.
For CCN(CC)C(=O)CSc1nc2cc3c(cc2c(=O)n1Cc1ccc(OC)cc1)OCO3 the results were Neddylation inh inactive, STEP block -0.2, Rin1 Abl inh 0.0, LMPTP block 0.9, Rpn11 block inactive, CSN deneddyl inh -3.5, DNMT1 block -1.8, Scp-1 inhibitor 6.2, SUMO1-SIM PPI 1.8 and NadD inh 4.8.
CC(=O)c1cnc2c(-c3ccc(Cl)cc3)c(C)nn2c1C was read as Neddylation inh inactive, STEP block 2.7, Rin1 Abl inh 0.0, LMPTP block 2.5, Rpn11 block inactive, CSN deneddyl inh 1.6, DNMT1 block 0.8, Scp-1 inhibitor -0.4, SUMO1-SIM PPI -0.7 and NadD inh -6.4.
Cc1noc(C)c1S(=O)(=O)N(C)C[C@H]1OCCCC[C@@H](C)Oc2ccc(NS(=O)(=O)c3cn(C)cn3)cc2C(=O)N([C@H](C)CO)C[C@@H]1C was read as Neddylation inh inactive, STEP block 1.0, Rin1 Abl inh -0.1, LMPTP block -1.8, Rpn11 block inactive, CSN deneddyl inh 1.8, DNMT1 block -0.9, SUMO1-SIM PPI 5.0 and NadD inh 3.3.
O=C(Nc1nc(-c2ccc(F)cc2)cs1)c1cccc(N2C(=O)CCC2=O)c1 was read as Neddylation inh inactive, STEP block 0.2, Rin1 Abl inh -1.1, LMPTP block 3.0, Rpn11 block inactive, CSN deneddyl inh 5.2, DNMT1 block -1.4, Scp-1 inhibitor -10.2, SUMO1-SIM PPI -1.1 and NadD inh 0.2.
`Oc1ccc(-n2nnnc2SCc2ccccc2Br)cc1` gave Neddylation inh inactive, STEP block -2.7, Rin1 Abl inh -1.5, LMPTP block 3.0, Rpn11 block inactive, CSN deneddyl inh 3.6, DNMT1 block -0.7, Scp-1 inhibitor -5.0, SUMO1-SIM PPI 0.4 and NadD inh -9.2.
`O=C(CSCc1cccs1)N1CCCC1` gave Neddylation inh inactive, STEP block -0.7, Rin1 Abl inh -0.3, LMPTP block -2.5, Rpn11 block inactive, CSN deneddyl inh -0.4, DNMT1 block -0.4, Scp-1 inhibitor -0.6, SUMO1-SIM PPI -2.3 and NadD inh 4.7.
`Cc1cc(C)c2c(n1)SCC(=O)N2CC(=O)Nc1ccc(Br)c(C)c1` gave Neddylation inh inactive, STEP block -1.9, Rin1 Abl inh -0.2, LMPTP block 0.6, Rpn11 block inactive, CSN deneddyl inh 4.0, DNMT1 block 0.9, Scp-1 inhibitor -4.5, SUMO1-SIM PPI 5.4 and NadD inh -4.4.
`O=C(O)CSc1nnc(-c2cccc(S(=O)(=O)N3CCOCC3)c2)n1-c1cccc(Cl)c1` gave Neddylation inh inactive, STEP block 2.9, Rin1 Abl inh -0.8, LMPTP block 5.0, Rpn11 block inactive, CSN deneddyl inh 2.6, DNMT1 block 0.4, Scp-1 inhibitor 5.8, SUMO1-SIM PPI -4.0 and NadD inh 4.0.
